Screening data deposited in PubChem BioAssay by National Center for Advancing Translational Sciences (NCATS).
TRHR agonist = TRH receptor (human) agonism; TRHR cells, calcium flux fluo-8, FDSS agonist mode; 360,000 tested, 0.18% active; activation, % at 2 µM; P34981; in the data active = activation above about 30%; also: 0% is about no effect
Target sequence (P34981 whole entry, looked up): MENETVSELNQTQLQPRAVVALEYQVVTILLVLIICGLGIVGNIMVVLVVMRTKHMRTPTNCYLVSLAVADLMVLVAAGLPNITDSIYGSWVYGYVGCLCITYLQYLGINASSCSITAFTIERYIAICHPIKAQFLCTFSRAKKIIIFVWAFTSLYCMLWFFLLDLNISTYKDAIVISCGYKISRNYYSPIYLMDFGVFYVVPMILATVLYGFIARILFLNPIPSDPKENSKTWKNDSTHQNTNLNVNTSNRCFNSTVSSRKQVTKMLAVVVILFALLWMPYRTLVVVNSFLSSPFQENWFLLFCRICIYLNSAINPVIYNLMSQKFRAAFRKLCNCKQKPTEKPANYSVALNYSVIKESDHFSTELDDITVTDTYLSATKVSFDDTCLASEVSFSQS
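Steps: seed TRHR cells overnight; add fluo-8 no-wash Ca dye, RT 30 min–1.5 h; record 10 s baseline; pin-transfer compounds; monitor fluorescence 1 cycle/s for the agonist window. Calcium increases flag candidate agonists.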
Pol beta inh = inhibitors of human DNA polymerase beta; P06746; Pol beta primer extension/strand displacement, fluorescence kinetic; Potency, µM (titrated, usually from 114 µM), for inactives: at the highest dose activity change, negative = inhibition, usual class: inhibitors; 340,000 tested, 1.3% active; AID 485314; also: potency is read from the fitted curve at half-maximal effect; % is scaled to controls: 0 for no effect and ±100 for the full control effect
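Preincubation: enzyme (10 nM) with compound, 15 min, RT. Reaction: substrate added to 50 nM final. Reads: 0 and 10 min. Analysis: normalized, Hill fit.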
12-LOX inh = blocks human arachidonate 12S-lipoxygenase | P18054 | purified 12hLO, xylenol orange hydroperoxide absorbance | Potency, µM (titrated, usually from 108 µM), without a hit: at the highest dose activity change, negative = inhibition, usual class: inhibitors | 580,000 tested, 1.1% active | AID 1671190; also: potency is read from the fitted curve at half-maximal effect; % is scaled to controls: 0 for no effect and ±100 for the full control effect
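Hydroperoxide product was detected by ferrous iron/xylenol orange as the 573 to 405 nm absorbance ratio. Arachidonic acid at 40 uM (final) was turned over for 30 min at room temperature by 150 nM human 12hLO, pH 7.0 Hepes buffer, after 15 min compound preincubation.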
Anesthetic bind = binds horse apoferritin like a general anesthetic | apoferritin/1-aminoanthracene competitive binding, fluorescence | Potency, µM (doses to about 77.5 µM), for the others: top-dose activity change, negative = displacement, most hits filed as inhibitors | 350,000 tested, 0.074% active; also: potency is read from the fitted curve at half-maximal effect; % is scaled to controls: 0 for no effect and ±100 for the full control effect; nearly all actives have a fitted effect of over 20% in size
Target sequence (P02791 2-175 limits assumed): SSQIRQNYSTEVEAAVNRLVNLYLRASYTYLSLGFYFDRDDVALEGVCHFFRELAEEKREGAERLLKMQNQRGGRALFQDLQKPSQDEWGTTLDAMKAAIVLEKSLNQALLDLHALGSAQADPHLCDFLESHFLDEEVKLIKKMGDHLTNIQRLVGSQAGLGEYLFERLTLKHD
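Steps: apoferritin (10 uM) was premixed with half-saturated 1-AMA in PBS, compounds were pin-transferred, plates stood 10 min at room temperature, fluorescence was read at 380/535 nm, and curves were fitted with a Hill equation.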
APEX1 inh = inhibitors of human APE1 endonuclease. recombinant APE1, TAMRA/BHQ-2 abasic DNA cleavage fluorescence. AID 2517. 350,000 tested, 0.35% active. P27695. Potency, µM (series often up to 65.8 µM), for the others: at the highest dose activity change, negative = inhibition, actives largely listed as inhibitors;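 also: potency is read from the fitted curve at half-maximal effect; plate controls were vehicle for no effect and reference inhibitor for full effect; nearly all actives have a fitted effect of over 55% in size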
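Enzyme (0.75 nM final) and test compound are incubated 15 min at room temperature before adding 50 nM quenched THF abasic-site duplex. Cleavage dequenches TAMRA, followed at 525/598 nm over three reads one minute apart.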
POLK inh = DNA polymerase kappa (human) inhibition | 400,000 tested, 0.53% active | Potency, µM (titrated, usually from 107 µM), inactives show at the highest dose activity, negative = inhibition, most hits filed as inhibitors | purified Pol kappa, fluorescent DNA synthesis assay, 10 min; also: potency is read from the fitted curve at half-maximal effect; % is scaled to controls: 0 for no effect and ±100 for the full control effect
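10 nM Pol kappa was preincubated with compounds for 15 min at room temperature. Reaction started with 50 nM (final) substrate. Fluorescence read kinetically at 0 and 10 min.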
Pol iota inh = inhibitors of human DNA polymerase iota; 390,000 tested, 1% active; AID 588590; Potency, µM (titrated, usually from 115 µM), without a hit: at the top dose activity, negative = inhibition, hits mostly inhibitors; Pol iota fluorescent replication assay, 10 min; Q9UNA4; also: potency is read from the fitted curve at half-maximal effect
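Pol iota at 10 nM preincubated 15 min with compounds at room temperature; reaction started with fluorescent substrate, 50 nM final. Fluorescence read kinetically at 0 and 10 min; buffer-only wells as negative control.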
BLM helicase inh = Bloom syndrome helicase (human) inhibition. P54132. recombinant BLM DNA unwinding, fluorescence dequenching. Potency, µM (top dose mostly 56.1 µM), inactives show top-dose activity change, negative = inhibition, hits mostly inhibitors. 350,000 tested, 0.2% active;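 also: potency is read from the fitted curve at half-maximal effect; plate controls were vehicle for no effect and no enzyme for full effect; nearly all actives have a fitted effect of over 35% in size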
ERG-DNA inh = blocks human ERG Ets domain binding to DNA; P11308; fluorescence polarization, His-ERG Ets domain / labelled DNA; Potency, µM (top dose mostly 76.9 µM), for inactives: at the top dose FP activity, negative = inhibition, hits mostly inhibitors; 370,000 tested, 0.028% active; AID 624246; active = well fitted inhibition curve with a large enough effect in the polarisation, with a control signal flat; inconclusive = small, poorly fitted or top-dose-only effect, or effect the other way, or a change in a side signal; inactive = no such curve, though single readings can be large or run the other way; the % refers to the polarisation;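 also: polarization taken with two DNA probes labelled with fluorescein and Texas red; potency is read from the fitted curve at half-maximal effect; % of control where 0% means no effect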
Target sequence (P11308 whole entry, looked up, the tested form may be a part): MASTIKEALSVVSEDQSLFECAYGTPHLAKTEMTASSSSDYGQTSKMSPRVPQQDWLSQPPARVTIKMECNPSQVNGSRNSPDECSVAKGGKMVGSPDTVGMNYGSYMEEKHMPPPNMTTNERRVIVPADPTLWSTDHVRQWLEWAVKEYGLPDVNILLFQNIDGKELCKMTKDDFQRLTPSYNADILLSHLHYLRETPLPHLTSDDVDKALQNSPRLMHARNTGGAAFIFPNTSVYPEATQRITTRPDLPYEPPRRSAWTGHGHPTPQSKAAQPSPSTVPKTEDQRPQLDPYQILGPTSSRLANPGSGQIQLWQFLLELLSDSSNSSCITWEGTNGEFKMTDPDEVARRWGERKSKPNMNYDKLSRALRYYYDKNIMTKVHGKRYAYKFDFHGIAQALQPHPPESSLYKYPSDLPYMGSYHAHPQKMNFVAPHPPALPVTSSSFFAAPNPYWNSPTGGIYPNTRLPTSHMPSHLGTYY
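His-tagged ERG Ets domain (1 uM in the protein solution; 300mM KCl, 50mM Tris-HCl, 1mM EDTA, 1mM DTT, pH 7.5) received compound, then a probe mix of 5 nM fluorescein-DNA and 100nM Texas-615-DNA. Fluorescence polarization was read for both dyes.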
An asterisk follows results filed as active; ? = inconclusive; . = not tested or not shown; [ ] = another dose, or the depositor's remark. Unless noted, calls follow the shape of the dose curve; as a rule, active = well fitted curve in the direction sought with a large enough effect; inconclusive = small, poorly fitted or top-dose-only effect, or another doubt; inactive = no such curve, though single readings can be large; an effect the other way counts as inactive or inconclusive. The list is partial; the hit share may differ from the screen's.

SMILES | TRHR agonist | Pol beta inh | 12-LOX inh | Anesthetic bind | APEX1 inh | POLK inh | Pol iota inh | BLM helicase inh | ERG-DNA inh
COc1ccc2c(c1)-c1c(ssc1=S)C(C)(C)N2C(=O)CSC1=NCCS1 | -0.9 | 1% | -22% | -15% | -3% | -4% | 25% | -5% | -9%
COc1ccc(NC(=O)c2cc(-c3ccco3)on2)cc1OC | -0.2 | 39% | -4% | 1% | -3% | -5% | ? | -5% | 2%
CC(C)C[C@H]1CNC(=S)N1CC1CCCN1C[C@H](CC(C)C)N1C[C@H](Cc2ccccc2)N(CC2CCCCCC2)C1=S (some centres not stated) | . | . | ? | . | . | -9% | 30%[activator] | . | 4%
Cc1cc2c(n1-c1ccc(C(=O)NCCc3ccccc3)cc1)CCC(C)C2 (configuration not stated) | -0.4 | -2% | -15% | 7% | . | -3% | -17% | -3% | 4%
CC(O)(C#CCN1CCCC1)c1ccccc1 (configuration not stated) | 0.8 | -12% | -13% | -14% | 5% | 2%[60.1 µM] | 18% | -2% | .
CC(C)(C)C(=O)NC(=O)Nc1ccccc1C(F)(F)F | 1.7 | 21% | 0% | -13% | -2% | -3% | 130%[activator] | -3% | -4%
OC(COc1ccc(OCC(O)CN2CCCCC2)cc1)CN1CCCCC1 (configuration not stated) | 1.1 | -2% | 0% | -7% | 17% | -17% | ? | -13% | 10%
Cc1cnc(CNc2ncnc3ccc(-c4ccc(N(C)C)cc4)cc23)cn1 | . | . | -13% | . | -9% | ? | . | -22% | .
Cc1cccc(C)c1OCC(=O)Nc1c(C(=O)c2ccc(Br)cc2)oc2ccccc12 | -0.3 | -15% | -9% | 2% | . | -8% | 22% | 0% | -1%
C[C@H](CO)N1C[C@H](C)[C@@H](CN(C)S(=O)(=O)c2ccccc2)Oc2c(NC(=O)NC3CCCCC3)cccc2C1=O | . | . | -1% | . | -5% | 3% | -11% | . | -2%
CCCCN(Cc1ccccc1)S(=O)(=O)c1cc(Br)cc2c1N(C(C)=O)CC2 | 0.6 | 18% | ? | 4% | . | -12% | -21% | -9% | -1%
COc1cc(C(=O)OCC(=O)N(CC(C)C)C2CCS(=O)(=O)C2)cc(OC)c1C (configuration not stated) | -0.2 | . | ? | . | -37% | -5% | ? | . | -8%
O=C(NCCN1C(=O)S/C(=C\c2ccc(Cl)cc2Cl)C1=O)C1=COCCO1 | 0.9 | . | ? | . | 3% | -9% | 1% | . | -3%
O=C(Nc1cccc(C(F)(F)F)c1)C1=CC=CN2CCS(=O)(=O)N=C12 | 0.2 | . | 233%[activator] | . | 9% | 2% | 14% | . | 2%
COCCNC(=O)CSc1nc2cc(OC)c(OC)cc2c(=O)n1CCc1ccc(S(N)(=O)=O)cc1 | 1.1 | 15% | 4% | 0% | 8% | -3% | 29% | 0% | -5%
COC(=O)C1=C(C(=O)c2ccccc2)C(c2cccs2)n2nnnc2N1 (configuration not stated) | 0.4 | 6% | -12% | -20% | 0% | 6% | -4% | 2% | -2%
CSc1cc(CS(=O)(=O)c2ccccc2)nc(-c2ccccc2)n1 | 0.1 | 0% | 66%[activator] | -8% | 16% | 2% | 31%[activator] | -9% | 0%
COC(=O)Cc1c(C)c2ccc(O)c(CNCc3ccc(OC)c(OC)c3)c2oc1=O | -0.1 | 2% | -28% | . | 18% | 6% | -7% | 6% | 26%
COc1ccc(C(=O)N/C(=C\c2cn(C)c3ccccc23)C(=O)NCCCn2ccnc2)cc1OC | 0.4 | -6% | -15% | -18% | -15% | -8% | 39% | 0% | -2%
CCN(CC)CCCN=C(N)N | -0.2 | 28% | -2% | -9% | 1% | 9% | -10% | 2% | -25%
Cc1cccc(C)c1NCc1nnc(SCC(=O)Nc2nc(-c3ccccc3)cs2)n1-c1ccccc1 | 1.2 | 3% | 17% | -13% | 2% | -8% | 35%[activator] | 0% | -2%
Cc1cc(-c2ccccc2)nc(N(C)C)c1S(C)(=O)=O | 0.6 | -13% | 3% | -10% | 11% | -5% | 16% | 0% | 1%
CN(C)c1ccc(NC(=O)CSc2nc3ccccc3c(=O)n2CC2CCCO2)cc1 (configuration not stated) | 0.0 | 0% | 4% | 1% | 48% | 6% | 45%[activator] | -13% | -1%
O=C(Nc1ccc2c(c1)OCCO2)c1ccc(Cl)c(S(=O)(=O)N2CCOCC2)c1 | -0.1 | -4% | 23% | -23% | -7% | -7% | -11%[58.9 µM] | -2% | -5%
CCOc1ccccc1CNC(=O)CCC(=O)N1CCSc2ccccc21 | -0.1 | -2% | 13% | 38%[activator] | . | -30% | 21% | 1% | 0%
COc1ccc(C)cc1S(=O)(=O)n1cnc2ccccc21 | -0.5 | 29% | -7% | -15% | 25% | 16% | -3% | -2% | 14%
O=C(O)c1ccccc1Sc1ncnc2sccc12 | 0.3 | 10% | -2% | 3% | 21% | -27% | -27% | -9% | 0%
CN(Cc1ccco1)c1ncncc1-c1ccoc1 | . | . | ? | . | 13% | -14%[60.1 µM] | . | -5% | .
Cc1nnc(NCCO)c2ccccc12 | 0.8 | 1% | 19% | -3% | -8% | -10% | 15% | -6% | .
O=S(=O)(c1cccc(-c2csc(-c3cccnc3)n2)c1)N1CCCCC1 | -0.6 | -27% | -11% | ? | -2% | -12% | 7% | -9% | -2%

Two entries from above in another layout.
| Structure | TRHR agonist | Pol beta inh | 12-LOX inh | Anesthetic bind | APEX1 inh | POLK inh | Pol iota inh | BLM helicase inh | ERG-DNA inh |
| --- | --- | --- | --- | --- | --- | --- | --- | --- | --- |
| CN(Cc1ccco1)c1ncncc1-c1ccoc1 | . | . | ? | . | 13% | -14%[60.1 µM] | . | -5% | . |
| Cc1nnc(NCCO)c2ccccc12 | 0.8 | 1% | 19% | -3% | -8% | -10% | 15% | -6% | . |

(cont.)
SMILES | TRHR agonist | Pol beta inh | 12-LOX inh | Anesthetic bind | APEX1 inh | POLK inh | Pol iota inh | BLM helicase inh | ERG-DNA inh
CS(=O)(=O)N(Cc1ccc(C(=O)Nc2ccccc2Sc2ccccc2)cc1)c1ccccc1 | 1.4 | 6% | 406%[activator] | 57%[activator] | -4% | 1% | 9% | -1% | 2%
COc1ccc(-c2nn(C)c(=O)c3ccccc23)cc1CNC(=O)C1CCCCC1 | -0.6 | 4% | -36% | -10% | 2% | 5% | 17% | 0% | 4%
O=C(CCS(=O)(=O)c1ccccc1)OCC(=O)N1CCN(S(=O)(=O)c2ccc(Cl)cc2)CC1 | -0.3 | . | -20% | . | 13% | 2% | 17% | . | 12%
Brc1ccc(CSc2nnc3ccccn23)cc1 | 0.1 | 7% | 0% | -5% | 13% | -16% | 28% | -1% | 1%
COc1ccc(OC)c(C2C(C(C)=O)=C(O)C(=O)N2c2ccc(F)cc2)c1 (configuration not stated) | 0.1 | -1% | -10% | -10% | 1% | -11% | ? | -4% | -6%
CCn1nnc(-c2ccccc2NC(=O)c2cc(OC)c(OC)c(OC)c2)n1 | -1.3 | -1% | 5% | -5% | 9% | -13% | -3% | -6% | .
CCOc1ccc2cc(S(=O)(=O)N3CCOCC3)ccc2c1 | -0.4 | -28% | -8% | 2% | -1% | -14% | 1% | 1% | -4%
CC(C)(O[C@@H]1O[C@H](CO)[C@@H](O)[C@H](O)[C@H]1O)[C@@H]1CC=C(C(=O)O)CC1 | -0.1 | . | 24% | . | 21% | 5% | 7% | . | 9%
O=C(COC(=O)c1cnccn1)c1ccc(Br)cc1 | -0.4 | 34% | -21% | ? | 3% | 1% | -2% | -1% | 0%
Cc1ccc(S(=O)(=O)NC2=NCN(CC(=O)O)CN2)cc1 | 0.1 | -4% | ? | -2% | 38%[12.4 µM] | -11% | 22% | 0% | -3%
O=c1nccc(SCc2ccc(Cl)cc2Cl)[nH]1 | -0.3 | 61% | 4% | ? | -3% | -7% | -21% | -4% | 2%
CC(=O)Nc1ccc(S(=O)(=O)Nc2nccs2)cc1 | 0.4 | 3% | -1% | 1% | 48% | -4% | 31%[activator] | 0% | 1%
COc1ccc(OCC(=O)Nc2ccc(NC(=O)c3cccs3)cc2)cc1 | -0.5 | -21% | 1% | -3% | 62%[activator] | 0% | 73%[activator] | -6% | 3%
O=C1Nc2ccccc2/C1=C\c1cccn1-c1ccc(OC(F)(F)F)cc1 | 0.3 | 0% | -28% | -19% | 4% | -13% | 3% | -5% | -4%
C[C@@H]1C(=O)O[C@@H]2CC34[C@H]5C[C@@H](C(C)(C)C)C36[C@H](OC(=O)[C@@H]6O)OC4(C(=O)O5)[C@@]12O (some centres not stated) | 0.6 | 28% | 5% | -4% | 22% | 3% | 7% | 0% | -1%
Cc1ccccc1NC(=O)Cn1c(=O)n(Cc2ccco2)c(=O)c2cccnc21 | -0.4 | ? | -24% | 7% | . | -15% | ? | -7% | ?
Cc1ccc(C(=O)NCCCN2CCOCC2)o1 | 0.1 | 30% | -3% | -3% | ? | -2% | 21% | 0% | 8%
Cc1nccn1S(=O)(=O)c1cc([N+](=O)[O-])ccc1Cl | 0.4 | -15% | -19% | -7% | 4% | -15% | 55%[activator] | -1% | 1%
COc1ccc(NC(=O)CC2C(=O)N(c3ccc(F)cc3)C(=O)N2CCc2sccc2C)cc1 (configuration not stated) | 0.7 | 21% | 7% | -13% | . | -3% | 16% | -13% | 6%
CCOC(=O)C1C2C=CC3(CN(Cc4ccco4)C(=O)C13)O2 (configuration not stated) | 0.7 | -2% | -16% | -11% | 2% | -2% | 24% | 3% | -2%
Cc1ccc(C(=O)N/C(=C/c2ccc(N(C)C)cc2)C(=O)NCC2CCCO2)cc1 (configuration not stated) | 1.6 | 55% | -20% | -7% | -7% | -9% | 62%[activator] | -1% | 13%
CCn1c(SCC(=O)N(C)C2CCCCC2)nc2cc(S(N)(=O)=O)ccc21 | 2.3 | . | 13% | . | 5% | 10% | 36%[activator] | . | 4%
